CIT2-GFP yeast: alters CIT2-GFP fluorescence in TOR pathway yeast screen; S. cerevisiae CIT2-GFP strain, flow cytometry, 3 h; 100 means same as DMSO wells; GFP response vs DMSO, % at 10 µM; 320,000 tested, 0.065% active;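 active means GFP response relative to DMSO above a set limit, near the screen mean plus 3 SD, cut at about 150% in these data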;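 further: ratio of well median GFP fluorescence to mean of DMSO wells on the plate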
LAP4 TOR yeast: yeast TOR pathway LAP4-GFP modulation. S. cerevisiae LAP4-GFP multiplex, flow cytometry GFP, 3 h; median GFP as percent of DMSO wells. 320,000 tested, 0.34% active. AID 2023. GFP response vs DMSO, % at 10 µM;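 active means GFP response vs DMSO above a set limit, about the screen mean plus 3 SD, cut at about 150% in these data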
procasp7 counter: activates human procaspase-7, counter-screen for procaspase-3 activators; P55210; recombinant procaspase-7, Ac-DEVD-pNA absorbance 405 nm; D23A/D198A/D206A triple mutant, cannot self-cleave; scale: DMSO 0, 5 µM enzyme 100; activation, % at 8.5 µM; 330,000 tested, 0.093% active; AID 463210;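 active means percent activation above the screen-wide mean plus 3 SD, cut at about 25% in these data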
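Assay system: Uncleavable procaspase-7 mutant enzyme / Input: 2 µM procaspase-7 mutant as dispensed / Dosing: single nominal 8.5 µM compound dose, 0.8% DMSO final / Timing: 1 h enzyme–compound preincubation and 2 h substrate reaction, both 25 °C / Detection: p-Nitroaniline absorbance at 405 nm, read at 0 and 120 min / Replication: singlicate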
MEP2 TOR yeast: yeast TOR pathway MEP2-GFP modulation; S. cerevisiae MEP2-GFP strain, flow cytometry GFP, 3 h; 100% = DMSO control level; GFP response vs DMSO, % at 10 µM; 330,000 tested, 0.51% active;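 active means GFP response versus DMSO above a set limit, roughly screen mean plus 3 SD, cut at about 180% in these data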;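 further: median GFP fluorescence of the barcode-gated MEP2-GFP cells per well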
RPL19A TOR yeast: yeast TOR pathway RPL19A-GFP modulation; AID 2025; 330,000 tested, 0.3% active; percent response vs DMSO, % at 10 µM; S. cerevisiae RPL19A-GFP strain, flow cytometry, 3 h; stronger effect = lower value;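 active means percent response vs DMSO below 50%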;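 further: median channel GFP fluorescence of the barcoded RPL19A-GFP strain; ratio of sample median GFP to plate DMSO average so 100% = DMSO; lower means less RPL19A-GFP as with rapamycin TOR inhibition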
procasp3 activ: procaspase-3 (human) activation. P42574. 330,000 tested, 0.11% active. activation, % at 8.5 µM. recombinant procaspase-3 D3A, Ac-DEVD-pNA absorbance 405 nm;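 active means activation above the mean of all tested compounds plus 3 SD, cut at about 21% in these data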;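 further: 0% = DMSO alone and 100% = DMSO wells spiked with extra 5 µM PC-3 D3A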
Target sequence (P42574 whole entry D9A/D28A/D175A): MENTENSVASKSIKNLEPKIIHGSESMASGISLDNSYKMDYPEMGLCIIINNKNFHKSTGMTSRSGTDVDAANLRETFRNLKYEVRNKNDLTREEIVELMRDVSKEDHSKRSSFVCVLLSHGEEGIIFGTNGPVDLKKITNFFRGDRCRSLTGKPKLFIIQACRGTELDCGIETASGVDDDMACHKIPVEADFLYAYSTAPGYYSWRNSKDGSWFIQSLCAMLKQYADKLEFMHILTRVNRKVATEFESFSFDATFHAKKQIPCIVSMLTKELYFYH
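Compound: 8.5 µM single point, 0.8% DMSO / Material: Autoprocessing-dead procaspase-3 D3A mutant enzyme / Timing: 1 h preincubation plus 2 h reaction at 25 °C / Medium: Zinc-free HEPES/NaCl buffer with 0.01% Triton X-100 at pH 7.4 / Technique: 405 nm absorbance of p-nitroaniline, reads at 0 and 120 min / Repeats: one well per compound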
AHR act: activates the human aryl hydrocarbon receptor. 320,000 tested, 2.5% active. activation, % at 5 µM. AID 2796. P35869. AHR-responsive luciferase reporter cells, luminescence; in the data active means activation above about 47%;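 further: 0% = vehicle wells and 100% = reference agonist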
Target sequence (P35869 whole entry, looked up): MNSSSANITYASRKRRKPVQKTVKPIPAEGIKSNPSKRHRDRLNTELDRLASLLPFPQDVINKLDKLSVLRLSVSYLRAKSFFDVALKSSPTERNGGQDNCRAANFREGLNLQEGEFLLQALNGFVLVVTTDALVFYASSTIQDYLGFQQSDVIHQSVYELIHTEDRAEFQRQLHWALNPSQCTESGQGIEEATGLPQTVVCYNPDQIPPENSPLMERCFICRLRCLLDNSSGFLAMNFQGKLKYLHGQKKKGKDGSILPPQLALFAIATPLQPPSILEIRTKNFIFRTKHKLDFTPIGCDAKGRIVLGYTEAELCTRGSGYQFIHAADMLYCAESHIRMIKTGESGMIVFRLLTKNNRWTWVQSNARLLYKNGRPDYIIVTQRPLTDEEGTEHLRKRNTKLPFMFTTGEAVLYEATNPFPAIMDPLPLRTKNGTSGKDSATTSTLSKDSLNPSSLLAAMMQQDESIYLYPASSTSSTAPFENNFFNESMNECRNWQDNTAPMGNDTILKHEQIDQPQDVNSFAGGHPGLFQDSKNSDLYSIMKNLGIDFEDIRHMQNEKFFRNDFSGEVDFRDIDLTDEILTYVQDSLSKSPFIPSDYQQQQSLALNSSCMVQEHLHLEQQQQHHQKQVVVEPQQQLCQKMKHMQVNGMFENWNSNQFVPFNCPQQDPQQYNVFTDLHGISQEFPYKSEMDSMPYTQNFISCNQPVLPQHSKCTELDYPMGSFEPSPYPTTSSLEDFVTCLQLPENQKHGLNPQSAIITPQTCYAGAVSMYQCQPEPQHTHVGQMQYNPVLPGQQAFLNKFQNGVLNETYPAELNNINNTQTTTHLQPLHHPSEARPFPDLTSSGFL
AGP1 TOR yeast: yeast TOR pathway AGP1-GFP modulation. S. cerevisiae AGP1-GFP multiplex flow cytometry, 3 h; GFP as percent of DMSO wells. GFP response vs DMSO, % at 10 µM. 320,000 tested, 0.02% active;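 active means GFP response relative to DMSO above a set limit, near screen average plus 3 SD, cut at about 150% in these data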;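 further: median GFP channel fluorescence of the gated AGP1 strain per well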
* = called active by the depositor; . = no result given.

SMILES	CIT2-GFP yeast	LAP4 TOR yeast	procasp7 counter	MEP2 TOR yeast	RPL19A TOR yeast	procasp3 activ	AHR act	AGP1 TOR yeast
CCC1(c2ccc(F)cc2)NC(=O)N(CC(=O)Nc2ccccc2C)C1=O (configuration not stated)	98	105	7	111	98	4	1	93
COc1ccc(-c2cc(C(=O)N3CCN(c4ncccn4)CC3)c3ccccc3n2)cc1	96	104	9	102	100	1	15	101
CCOC(=O)C1(CC2CCCCO2)CCN(C(=O)Nc2ccc3c(c2)OCO3)CC1 (configuration not stated)	81	104	-22	93	94	-11	21	96
CC1CC(C)CN(C(=O)c2cc3c(=O)n4ccccc4nc3s2)C1 (configuration not stated)	100	106	2	108	101	3	2	101
CC(NCC1COc2ccccc2O1)C1COc2ccccc2O1 (configuration not stated)	94	99	12	101	100	-10	12	104
O=C(Cn1c(=O)oc2cc(S(=O)(=O)NCc3ccccc3)ccc21)N1CCCC1	103	105	1	97	94	6	0	103
CC(=O)c1ccc(S(=O)(=O)N2CCN(C(=O)/C=C/c3ccc4ccccc4n3)CC2)cc1	97	108	2	98	99	-6	8	106
O=C(Cn1c2[n+](c3ccc(C(F)(F)F)cc31)CCCCC2)Nc1ccccc1	97	101	-6	100	101	4	2	100
Cc1cc(=O)oc2cc(OC(C)C(=O)Nc3ccc(C(N)=O)cc3)ccc12 (configuration not stated)	98	87	-2	95	91	5	-1	95
CN(C(=O)COC(=O)CCc1nc2ccccc2c(=O)[nH]1)C1CCS(=O)(=O)C1 (configuration not stated)	84	106	2	89	94	1	5	91
O=S(=O)(c1ccccc1)N(Cc1nc(-c2ccccc2)no1)C1CCCCC1	88	93	14	85	90	-5	7	91
O=C(Nc1nc2ccccc2[nH]1)c1ccc(S(=O)(=O)N2CCOCC2)cc1	96	109	10	100	99	-1	12	107
CCOC(=O)CS(=O)(=O)CC(=O)Nc1ccc([N+](=O)[O-])cc1OC	103	103	14	108	99	3	-1	105
FC(F)(F)c1nnc2c3ccccc3c(Cl)nn12	96	88	.	110	100	.	.	87
COc1ccccc1NC(=O)COc1ccccc1C(=O)Nc1ccccc1	93	104	-2	100	99	2	29	104
COC(=O)c1ccc(Cn2nc(C)c([N+](=O)[O-])c2C)o1	85	90	-5	94	92	-3	6	90
CCOc1ccc(C)cc1S(=O)(=O)n1ccnc1	104	103	6	99	97	-1	6	100
O=C(OCn1nnc2ccccc2c1=O)c1cccnc1Cl	103	107	-6	110	105	-2	1	107
O=C(NC1CCCCC1)C(c1ccc2ncccc2c1)N(Cc1ccc(F)cc1)C(=O)c1ccc2c(c1)OCCO2 (configuration not stated)	95	97	-10	100	102	-2	1	100
O=C(NCC(=O)N1CCN(C/C=C/c2ccccc2)CC1)c1ccc(Br)cc1	87	96	-2	95	97	10	3	89
CN1CCN(CCP(=O)(c2ccccc2)c2ccccc2)CC1	108	103	1	111	101	7	0	103
Cc1nn(C)c(C)c1CCC(=O)N1CCCC(C(=O)c2cccc(OC(C)C)c2)C1 (configuration not stated)	97	91	15	106	100	4	3	99
O=C(NNc1nc2cc3c(cc2s1)OCCO3)c1ccccc1	98	94	-19	100	101	-8	74*	104
N#C/C=C/C(=C\Nc1ccc(Cl)cc1)S(=O)(=O)c1ccccc1	103	98	-1	122	91	6	8	84
COc1ccc2c(C)cc(N3CCCCCC3)nc2c1	103	106	1	109	102	9	2	106

Additional structures
SMILES	CIT2-GFP yeast	LAP4 TOR yeast	procasp7 counter	MEP2 TOR yeast	RPL19A TOR yeast	procasp3 activ	AHR act	AGP1 TOR yeast
CSCCC(NS(=O)(=O)c1ccc2c(c1)oc(=O)n2C)C(=O)NC1CCC(C)CC1 (configuration not stated)	107	104	14	98	104	0	2	109
Cc1ccc(-c2nn(-c3ccccc3)cc2C(=O)NN2CCN(C)CC2)cc1	89	114	3	102	95	14	1	99
CCS(=O)(=O)c1ccc2oc(SCC(=O)NCCc3ccc(OC)cc3)nc2c1	91	106	4	92	102	5	4	95
COC(=O)C1=CN(C2CC2)C=C(C(=O)OC)C1c1ccc(C(F)(F)F)cc1	97	101	8	97	96	14	0	101
CCCCC1=CC2=CC(=O)C(C)(OC(=O)CC)C(=O)C2=CN1C1CCCC1 (configuration not stated)	83	104	-15	98	96	4	-5	92
COc1ccc(CSCC(=O)N/N=C/c2ccccc2O)cc1	101	112	-12	101	103	-11	5	105
NC(=O)C1CCN(C(=O)c2cccc(S(=O)(=O)N3CCc4ccccc4C3)c2)CC1	107	102	12	102	96	1	0	103
Cc1ccc(NC2c3ccccc3C(=O)N2CCN2CCOCC2)cc1 (configuration not stated)	100	99	-7	103	96	8	0	98
CCOc1ccc(NC(=O)COc2ccccc2)c([N+](=O)[O-])c1	93	109	8	100	94	2	-3	93
Cc1ccc(NC(=O)COC(=O)CCc2c[nH]c3ccccc23)cc1[N+](=O)[O-]	95	104	6	105	103	2	1	99
COc1cccc(CN2CCNC(=O)C2CC(=O)N(C)Cc2cnccn2)c1OC (configuration not stated)	88	99	-5	96	95	1	0	105
Nc1nc(SCc2nc(-c3ccccc3)no2)[nH]c(=O)c1-c1ccccc1	97	109	10	106	98	4	2	99
CCOC(=O)CNC(=O)Nc1cc(C(C)(C)C)nn1-c1ccccc1	91	88	-4	91	89	-4	0	90
CCC(c1nnnn1Cc1ccc(OC)cc1)N1CCN(c2ccc(OC)cc2)CC1 (configuration not stated)	103	103	-9	100	96	-6	3	104
CCOc1ccc(-c2nc(CSCC(=O)NCC3CCCO3)c(C)o2)cc1 (configuration not stated)	104	93	3	97	93	6	-5	96
O=C(COc1c(Cl)cccc1Cl)NN1C(=O)CSC1=S	98	93	-13	100	101	-18	1	97
C=CCC(CC=C)(C(N)=O)c1ccccc1	102	88	5	88	93	2	1	89
O=C(Nc1ccc(Cl)c(Cl)c1)OCc1cccnc1	96	104	-2	102	100	-2	-3	98
CCOc1ccc2nc(SCC(=O)c3cccs3)sc2c1	.	97	9	99	99	-5	28	100
Cc1ccc2c(C)c(C(=O)Nc3c(C)n(C)n(-c4ccccc4)c3=O)oc2c1	104	100	16	103	99	1	11	99
CC(=O)OC[C@H]1O[C@@H](O/N=C(\C)CCN2CCCCc3nc(C)c(C)cc32)[C@H](OC(C)=O)[C@@H](OC(C)=O)[C@@H]1OC(C)=O	111	119	0	93	100	-1	-1	90
Cc1cc2occ(CC(=O)NC3(C)CCS(=O)(=O)C3)c2cc1C (configuration not stated)	107	94	-3	102	103	10	0	102
O=C(NCc1nnc(SCC(=O)N2CCCC2)o1)c1c(F)cccc1Cl	96	.	-1	101	95	14	-2	100
CSc1nn2cc(CCN3CCOCC3)c(-c3ccc(F)cc3)nc2c1C#N	98	96	-2	95	96	7	1	97
CC(=O)Oc1c2occc2cc2ccc(=O)oc12	93	84	3	89	92	-4	4	92

The list goes on.
SMILES	CIT2-GFP yeast	LAP4 TOR yeast	procasp7 counter	MEP2 TOR yeast	RPL19A TOR yeast	procasp3 activ	AHR act	AGP1 TOR yeast
CC(C)(C)C(=O)Nc1nc(NC(=O)C(C)(C)C)nc(-c2ccccc2Cl)n1	98	104	-7	103	97	4	1	98
CCC1(c2ccccc2)NC(=O)N(Cc2cccc([N+](=O)[O-])c2)C1=O (configuration not stated)	102	97	5	106	108	5	0	100
COc1cccc2c(Cl)c(CCCl)c(C)nc12	77	91	1	83	91	5	-5	83
C=C1CCN([C@@H](CC(C)C)C(=O)NCc2ccc(OC)cc2)S(=O)(=O)c2ccccc21	113	128	8	90	105	4	2	93
O=C(CN1C(=O)S/C(=C/c2cccn2-c2ccc(O)cc2)C1=O)N1CCCC1	109	102	-8	103	104	-4	0	109
CC(NC(=O)COC(=O)CCNC(=O)c1ccco1)C12CC3CC(CC(C3)C1)C2 (configuration not stated)	102	92	-5	91	98	-8	2	97
Cc1ccccc1-n1nc(CSc2nc3ccccc3[nH]2)c(-c2ccccc2)c1N	108	93	11	100	104	3	14	100
CC(=O)c1cc2c(cc1NC(=O)Cn1nc(C)c(C)c(C#N)c1=O)OCO2	99	102	5	101	95	11	16	99
COc1ccccc1P(=O)(Cc1ccccc1)c1ccccc1 (configuration not stated)	97	89	13	103	103	-3	-2	96
CCOc1cc(CNCC(O)c2ccccc2)cc(Cl)c1OC (configuration not stated)	103	105	-8	111	105	5	-8	107
CN(c1ccccc1)S(=O)(=O)c1ccc(C(=O)NCc2cccs2)cc1	98	104	5	107	98	1	-3	101
NC(=S)NN=C1c2ccccc2-c2ccccc21	102	93	5	86	99	-1	7	78
Cc1sc2ncnc(N3CCN(c4ncccn4)CC3)c2c1C	94	99	2	99	94	6	-8	96
COc1ccc(/C=N/NC(=O)c2ccc(O)cc2O)cc1CSc1ccccn1	101	101	-5	96	99	-9	14	100
Oc1ccc(N=Nc2n[nH]c(-c3ccc(Cl)cc3)n2)cc1	93	94	-9	97	104	-1	32	72
Cn1nnnc1SCc1csc(Nc2ccccc2)n1	88	85	1	93	89	1	4	89
COCCN(CC(=O)Nc1cccc(C)c1C)C(=O)c1cc(S(=O)(=O)N2CCCC2)ccc1C	115	109	-20	106	108	-8	0	114
O=C(OC[C@H]1O[C@@H](OC(=O)c2cc(O)c(O)c(OC(=O)c3cc(O)c(O)c(O)c3)c2)[C@H](OC(=O)c2cc(O)c(O)c(OC(=O)c3cc(O)c(O)c(O)c3)c2)[C@@H](OC(=O)c2cc(O)c(O)c(OC(=O)c3cc(O)c(O)c(O)c3)c2)[C@@H]1OC(=O)c1cc(O)c(O)c(OC(=O)c2cc(O)c(O)c(O)c2)c1)c1cc(O)c(O)c(OC(=O)c2cc(O)c(O)c(O)c2)c1	83	103	-22	90	92	-18	-1	85
O=C(OCc1ccccc1)N1CCOCCOCCN(C(=O)OCc2ccccc2)CCOCCOCC1	94	102	-18	104	99	-8	1	95
O=C1C2C3C=CC(C3)C2C(=O)N1c1nc2ccccc2s1 (configuration not stated)	93	94	10	97	94	-5	3	95
CC(N=Cc1c(O)c2ccccc2oc1=O)C(=O)O (configuration not stated)	104	102	5	108	99	7	2	108
CCCC[C@H]1COCCS(=O)(=O)N1Cc1ccc(F)cc1	68	108	0	90	93	1	0	82
CN1CCN(c2ccc([N+](=O)[O-])cc2NC(=O)c2ccccc2Cl)CC1	96	105	-2	103	99	1	1	105
CC(=O)N1CCc2c(sc3c2c(=O)n(-c2ccccc2)c(=O)n3Cc2ccccc2Cl)C1	100	86	0	98	99	7	-1	93

Sorted by formula weight (largest number first): some entries from above
SMILES	CIT2-GFP yeast	LAP4 TOR yeast	procasp7 counter	MEP2 TOR yeast	RPL19A TOR yeast	procasp3 activ	AHR act	AGP1 TOR yeast
C=C1CCN([C@@H](CC(C)C)C(=O)NCc2ccc(OC)cc2)S(=O)(=O)c2ccccc21	113	128	8	90	105	4	2	93
Cn1nnnc1SCc1csc(Nc2ccccc2)n1	88	85	1	93	89	1	4	89
Oc1ccc(N=Nc2n[nH]c(-c3ccc(Cl)cc3)n2)cc1	93	94	-9	97	104	-1	32	72
O=C1C2C3C=CC(C3)C2C(=O)N1c1nc2ccccc2s1 (configuration not stated)	93	94	10	97	94	-5	3	95

2 records drawn at random from the list so far:
SMILES	CIT2-GFP yeast	LAP4 TOR yeast	procasp7 counter	MEP2 TOR yeast	RPL19A TOR yeast	procasp3 activ	AHR act	AGP1 TOR yeast
CCOc1cc(CNCC(O)c2ccccc2)cc(Cl)c1OC (configuration not stated)	103	105	-8	111	105	5	-8	107
CN1CCN(c2ccc([N+](=O)[O-])cc2NC(=O)c2ccccc2Cl)CC1	96	105	-2	103	99	1	1	105
